RGS4-Gao reg: modulates binding of RGS4 to human Galphao | Multiplexed bead flow cytometry; actives lie on both sides | binding response (% of control), % at 10 µM | 0.33% of 220,000 active | AID 1415; in the data active means binding response below about 49% or above about 150%; inactive means in between;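 further: fluorescent Galphao activated with aluminum fluoride binding bead-coupled RGS4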
Bim-Mcl-1: disrupts Bim peptide binding to human Mcl-1; 0.1% of 190,000 active; inhibition, % at 10 µM; AID 1009; Bead-based flow cytometry, Bim peptide-Mcl-1 binding;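 further: 0% = no compound tracer wells and 100% = peptide blocker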
Bim-Bcl-B: disrupts Bim peptide binding to human Bcl-B. Q9HD36. bead-based flow cytometry. inhibition, % at 10 µM. 0.073% of 190,000 active. AID 951;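 further: 0% = tracer peptide without compound and 100% = reference inhibitor peptide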
Target sequence (Q9HD36 whole entry, looked up): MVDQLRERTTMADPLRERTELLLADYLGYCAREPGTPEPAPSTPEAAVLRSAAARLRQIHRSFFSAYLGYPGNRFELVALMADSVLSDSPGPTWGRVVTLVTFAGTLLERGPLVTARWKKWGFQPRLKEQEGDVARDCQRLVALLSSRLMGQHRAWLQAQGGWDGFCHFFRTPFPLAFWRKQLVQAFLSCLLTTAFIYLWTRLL
Bim-Bcl-W: human Bim-Bcl-W interaction inhibition | Q92843 | bead-based flow cytometry, Bim peptide-Bcl-W binding | inhibition, % at 10 µM | 0.02% of 190,000 active | AID 952;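 further: 0% = bound tracer without compound and 100% = peptide blocker; higher means less fluorescent Bim peptide bound to Bcl-W beads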
Target sequence (Q92843 whole entry, looked up): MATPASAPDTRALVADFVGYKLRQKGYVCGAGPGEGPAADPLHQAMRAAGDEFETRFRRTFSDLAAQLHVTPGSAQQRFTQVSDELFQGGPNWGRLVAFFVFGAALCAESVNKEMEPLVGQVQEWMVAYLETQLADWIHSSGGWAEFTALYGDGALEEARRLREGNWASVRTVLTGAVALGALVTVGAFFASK
Bim-Bcl-XL: human Bim-Bcl-XL interaction inhibition. inhibition, % at 10 µM. 0.04% of 190,000 active. Bim peptide-Bcl-XL binding, bead flow cytometry, fluorescence. AID 1007. Q07817
Target sequence (Q07817 whole entry, looked up): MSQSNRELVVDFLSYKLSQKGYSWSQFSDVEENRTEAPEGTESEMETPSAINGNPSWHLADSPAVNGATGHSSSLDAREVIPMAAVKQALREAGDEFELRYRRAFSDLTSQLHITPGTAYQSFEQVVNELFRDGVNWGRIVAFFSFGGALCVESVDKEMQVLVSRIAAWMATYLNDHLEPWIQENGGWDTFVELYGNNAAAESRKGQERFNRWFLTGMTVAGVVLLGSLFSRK
Mcl1-Bid inh: disrupts binding of human Mcl-1 to Bid peptide. AID 1021. 0.97% of 220,000 active. inhibition, % at 21.7 µM. Q07820. TR-FRET Mcl-1/Bid-Dy647 peptide binding, 1536-well;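 active means compounds that cut the binding signal by more than half at the single screening dose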;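 further: His-tagged Mcl-1 with europium anti-His antibody binding Bid BH3 peptide; 0% = Mcl-1 plus peptide wells and 100% = peptide-only wells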
Bfl-1 Bim block: inhibitors of Bim-Bfl-1 interaction, human; Bead-based flow cytometry, Bim-Bfl-1 binding inhibition; inhibition, % at 10 µM; 0.12% of 190,000 active; AID 1008;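 further: 0% = wells without compound plus tracer and 100% = blocker peptide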
RGS8-Gao reg: modulates binding of RGS8 to human Galphao; P09471; multiplexed bead flow cytometry; actives lie on both sides; response (percent of control binding), % at 10 µM; 0.34% of 220,000 active; in the data active means response below about 60% or above about 140%; inactive means in between;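 further: Galphao activated as the GDP aluminium fluoride complex binding bead-coupled RGS8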
RGS7-Gao reg: regulators of human RGS7-Galphao interaction; P09471; Multiplexed bead flow cytometry, RGS7-Galphao binding; actives lie on both sides; binding response (% of control), % at 10 µM; 0.35% of 220,000 active; in the data active means binding response below about 49% or above about 150%; inconclusive means no clear call, values can overlap the other calls; inactive means in between;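 further: fluorescent Galphao held in activated GDP-AlF4 state binding bead-coupled RGS7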
Bim-Bcl-2: disrupts Bim peptide binding to human Bcl-2 | 0.06% of 190,000 active | Bead-based flow cytometry, Bim peptide-Bcl-2 binding | P10415 | inhibition, % at 10 µM; in the data active means inhibition above about 40%; inconclusive means no clear call, values can overlap the other calls;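 further: 0% = no compound wells with probe peptide and 100% = reference peptide inhibitor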
Target sequence (P10415 whole entry, looked up): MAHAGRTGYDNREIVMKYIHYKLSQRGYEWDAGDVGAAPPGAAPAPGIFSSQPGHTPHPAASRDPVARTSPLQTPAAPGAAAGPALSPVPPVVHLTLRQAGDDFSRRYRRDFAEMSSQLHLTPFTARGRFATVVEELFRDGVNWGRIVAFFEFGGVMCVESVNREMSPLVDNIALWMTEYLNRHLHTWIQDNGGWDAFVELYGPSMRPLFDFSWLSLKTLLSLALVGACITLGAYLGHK
GSH bead fluor: GSH bead compound fluorescence profile | GSH beads flow cytometry, compound fluorescence 488/530 nm; active compounds read high | fluorescence (KMESF) at 10 µM | 0.25% of 190,000 active; in the data active means fluorescence above about 89;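 further: glutathione beads carrying GST-tagged Bcl family fusion proteins plus one bare bead set; values are compound well signal with DMSO vehicle wells as background; inactives centre near 16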
Numbers without * were called inactive; ? = inconclusive; / = not tested or not shown. Unless noted, no stated cut-off is given here; in the data, active means inhibition above about 40%.

Under each structure – RGS7-Gao reg, Bim-Bcl-W, Bim-Bcl-B, RGS4-Gao reg, Bim-Bcl-XL, Bim-Bcl-2, RGS8-Gao reg, Bfl-1 Bim block, GSH bead fluor, Bim-Mcl-1, Mcl1-Bid inh
1: Cc1nnc(SCCn2c(N3CC(C)CC(C)C3)nc3c2c(=O)n(C)c(=O)n3C)s1 (stereo not drawn)
→ 104, 0, -9, 109, -3, -9, 103, -14, 43, -2, -16
2: CCN(CCn1cccn1)C(=O)c1cc(COc2cccc3cccnc23)on1
→ 107, 2, -3, 107, 0, -2, 109, -3, 18, 0, 0
3: Cc1cc2c(cc1C)CSC(c1ccccc1O)SC2
→ 103, -3, 0, 106, 0, -3, 104, -1, 11, -1, -44
4: Cc1ccc(C(C(=O)NC(C)(C)C)N(Cc2cccs2)C(=O)c2ccc3c(c2)OCCO3)cc1 (stereo not drawn)
→ 96, 1, 3, 95, 1, 4, 93, 6, 11, -4, 0
5: COC(=O)c1nnc(-c2ccccc2)c(-c2ccccc2)n1
→ 89, 4, 2, 90, 3, 3, 89, 3, 22, 3, -8
6: O=S(=O)(Nc1ccc2c(c1)nc1n2CCN(Cc2ccccc2)C1)c1ccc(Cl)cc1
→ 101, -2, -8, 102, -9, -8, 98, -10, 36, -10, 10
7: COc1cccc2cc(C(=O)N3CCN(C45CC6CC(CC(C6)C4)C5)CC3)c(=O)oc12
→ 120, -4, -2, 130, -9, -6, 118, -7, 34, -6, -14
8: CC(C)n1nnnc1-c1cc(Cl)cc(Cl)c1
→ 100, 0, 0, 97, 0, 3, 100, -1, 16, 0, 10
9: O=[N+]([O-])c1cccc(-c2nnc(SCc3cccnc3)o2)c1
→ 93, 1, -1, 100, -2, -2, 98, -5, 11, 2, -37
10: CCOC(=O)Cc1csc(NC(=O)NC2(C(F)(F)F)Oc3ccc(Cl)cc3O2)n1 (stereo not drawn)
→ 94, -1, -1, 95, 2, -3, 97, -1, 251*, -1, -74
11: CCc1cccc2c(C(=O)C(F)(F)F)cn(CC(=O)N3CCOCC3)c12
→ ?, -2, -3, 101, -1, 0, 102, -4, 12, 1, -11
12: CN(C)CCN=Cc1c(O)n(Cc2ccccc2)c(=O)c2ccccc12
→ 97, -1, -7, 95, -5, -1, 97, -5, 8, -1, -11
13: Cn1c(SCC(=O)Nc2nccs2)nnc1C12CC3CC(CC(C3)C1)C2
→ 100, -3, -10, 97, -29, -7, 101, -11, 38, -3, 3
14: Cc1cc(/C=N\O)c(C)n1-c1ccncc1
→ 107, 1, 3, 106, 3, 1, 103, -1, 36, 2, /
15: O=C1C2C3C=CC(CC3)C2C(=O)N1c1ccccc1[N+](=O)[O-] (stereo not drawn)
→ 96, -4, -3, 101, 1, -1, 101, 1, 15, -2, 12
16: CSc1ccc(/C=N/N2CCN(Cc3ccccc3)CC2)cc1
→ 101, -3, -4, 103, -1, -2, 105, -8, 12, -1, -49
17: NC(N)=N/N=C/c1ccc(OCc2ccc(Cl)cc2Cl)cc1
→ 103, 0, 2, 106, 0, 1, 106, 1, 13, 0, 19
18: O/N=C\c1ccc(-c2ccccc2)o1
→ 103, 0, -1, 99, -3, 0, 103, 0, 5, 0, -25
19: CN(C)S(=O)(=O)c1cc(S(=O)(=O)N(C)C)c(Cl)cc1N
→ 97, 2, 0, 101, -2, 4, 100, -6, 6, 2, 70*
20: OC(CNCC1CCCO1)Cn1c2ccc(Cl)cc2c2cc(Cl)ccc21 (stereo not drawn)
→ 102, -3, -5, 101, -4, -1, 101, -5, 18, -5, 15
21: COc1ccc(CCNC2CC(=O)N(CCc3ccc(OC)c(OC)c3)C2=O)cc1 (stereo not drawn)
→ 99, -1, -3, 98, -3, -2, 99, 0, 19, -3, 4
22: Cc1cc(CN(C)C(=O)CC2C(=O)NCCN2CC(c2ccccc2)c2ccccc2)on1 (stereo not drawn)
→ 96, 0, -1, 100, 0, 0, 99, -4, 12, 0, 4
23: Cc1ccc(NC(=S)N(CCCN2CCCC2)Cc2cccn2Cc2ccc(Cl)cc2)cc1C
→ 101, -1, -10, 103, -7, -1, 103, -1, 15, -4, -26
24: COc1ccc(-n2nc([N+](=O)[O-])c(=NCCc3ccc(OC)c(OC)c3)n2O)cc1
→ 100, -1, -3, 100, -3, -2, 109, 0, 4, 0, -35
25: S=c1[nH]nc(CCc2ccc(Cl)cc2)o1
→ 103, -2, -5, 89, -4, -13, 83, -16, 9, -1, -13
26: CCOC(=O)c1ccc2c(c1)[n+](CC)c(C)n2-c1ccccc1
→ 113, 0, -2, 104, -1, 0, 107, -7, 21, 3, -55
27: CC1Cc2ccccc2N1Cc1cc(=O)n2ccsc2n1 (stereo not drawn)
→ 92, 0, -6, 99, -6, -8, 100, -10, 24, -2, -59
28: Cc1ccccc1Nc1c(F)c(F)c(F)c(F)c1C(=O)O
→ 95, 2, -1, 96, -3, -1, 102, -2, 21, -1, -8
29: CCCCn1nnnc1NCc1cccc(OC)c1OC
→ 97, -2, -3, 101, -5, 0, 101, -1, 20, -3, 4
30: CN(C(=O)COC(=O)c1ccccc1SCC(=O)NC1CCCCCCC1)C1CCS(=O)(=O)C1 (stereo not drawn)
→ 109, 0, -1, 104, -2, 0, 103, 3, 7, 2, -22
31: O=C(Cn1cc2c(n1)CCCCC2)NC1CCCCCC1
→ 100, 0, -5, 97, -3, -6, 101, -12, 19, 1, -4
32: O=C(O)Cn1c(SC2CCCCC2)nc2ccccc21
→ 99, 0, -7, 101, -6, -4, 99, -7, 19, -3, -3
33: O=C1C=CN(C(=O)Oc2ccccc2)CC1
→ 100, -6, -14, 98, -9, -6, 103, -17, 18, -5, -11
34: CN(C)c1c(N)[nH]c2c(c1=O)c(=O)n(C)c(=O)n2C
→ 103, -2, -6, 103, -5, -2, 105, 0, 9, -5, -56
35: Cn1c(SCC(=O)NCc2ccc3c(c2)OCO3)nnc1C1COc2ccccc2O1 (stereo not drawn)
→ 99, -2, -1, 98, 0, -6, 99, -6, 68, 0, 0
36: COc1ccc(C(=O)NC(CC(=O)O)c2cc([N+](=O)[O-])ccc2Cl)c(SC)c1 (stereo not drawn)
→ 102, 0, 0, 110, 0, -1, 107, -4, 11, 0, -15
37: OCCN1CCN(C(=S)Nc2ccccc2)CC1
→ 104, 3, 2, 102, 0, 0, 103, 2, 9, 1, -44
38: COc1ccc(N2CCN(c3ncnc4nc[nH]c34)CC2)cc1
→ 106, 0, -8, 104, -2, -5, 108, -8, 27, -3, -32
39: COc1ccc(-c2c3c(=O)n(C)c(=O)n(C)c3cn2NC(C)=O)cc1
→ 88, 2, 1, 87, 0, 0, 95, 1, 14, -2, -38
40: O=C(CN(Cc1ccco1)C(=O)CNS(=O)(=O)c1ccccc1)NC1CCCCC1
→ 99, 1, -7, 98, -7, -6, 100, -14, 24, -2, -11
41: N#Cc1ccc(OCc2nnc(SCC(=O)N3CCCc4ccccc43)n2-c2ccccc2)cc1
→ 94, 1, -12, 96, -14, -10, 95, -14, 37, 0, -8
42: Cc1cc(C)c(O)c(N)c1
→ 106, -2, -6, 103, -5, -3, 100, -4, 10, -2, -79
43: CC(=O)c1sc(Nc2nc3ccc(F)cc3s2)nc1C
→ 98, 1, 0, 100, 1, 0, 104, -1, 34, 0, /
44: N#Cc1ccc(-c2cn(-c3ccccc3)c3[n+]2CCCS3)cc1
→ ?, -1, -8, 101, -4, -3, 101, -6, 15, -1, -4
45: COC(=O)CNC(=S)NC(=O)c1ccc(C(C)(C)C)cc1
→ 96, -4, -3, 101, -5, -3, 100, -5, 20, 0, -35
46: C=CCn1c(N)c(C(=O)NCC2CCCO2)sc1=S (stereo not drawn)
→ 100, -3, -1, 103, -3, 0, 104, 2, 22, -1, -67
47: CCN1CCN(c2nc3c(C)cccn3c(=O)c2/C=C(\C#N)S(=O)(=O)c2ccccc2)CC1
→ 97, -3, -9, 103, -17, -11, 102, -12, 26, -5, -1
48: O=C1CC(N2CCN(Cc3ccccc3)CC2)C(=O)N1c1ccc2c(c1)OCCO2 (stereo not drawn)
→ 100, 3, 1, 104, 0, 4, 99, 0, 32, 2, -3
49: CC(=O)c1c(NC(=O)C(C)C)nc(C)nc1-c1ccccc1
→ 97, -1, -9, 101, -4, -5, 101, -11, 17, -2, 4
50: CC(C)(C)NC(=O)CSc1nc2ccc(NC(=O)CSc3nnnn3Cc3ccccc3)cc2s1
→ 104, -1, -10, 101, -4, -13, 103, -13, 35, -4, -10

The list goes on:
Under each structure – RGS7-Gao reg, Bim-Bcl-W, Bim-Bcl-B, RGS4-Gao reg, Bim-Bcl-XL, Bim-Bcl-2, RGS8-Gao reg, Bfl-1 Bim block, GSH bead fluor, Bim-Mcl-1, Mcl1-Bid inh
51: CC1(C)Cc2ccccc2-c2nnc(SCC(=O)N3CCN(c4ccccc4)CC3)n21
→ 105, -1, -7, 107, -1, 0, 103, 0, 21, -1, -24
52: CCOc1cc(C)c(C(C)C)cc1S(=O)(=O)N1CCN(C)CC1
→ 99, -2, -9, 101, -8, -5, 101, -13, 39, -2, -21
53: CCOC(=O)c1c(NC(=O)CN2CCN(c3ccc(Cl)cc3)CC2)sc(C)c1C
→ 93, 3, 6, 90, 3, 6, 83, 6, 26, 5, 16
54: COc1c(C)cc(C(=O)C2CCCN(C(=O)c3snnc3C)C2)cc1C (stereo not drawn)
→ 91, -1, -4, 98, 0, 0, 100, -6, 16, 1, -5
55: COc1ccc(CC(=O)NNc2ncnc3c2cnn3-c2ccc(C)cc2)cc1OC
→ 87, 20, 15, 91, 32, 19, 81, 28, 11, 25, -32
56: Cc1nc2ccc(S(=O)(=O)Nc3cccc(-c4nc5cccnc5s4)c3C)cc2s1
→ 104, -3, -2, 102, -2, 0, 99, 0, 16, -3, -11
